RAD54 inh – blocks human RAD54 Holliday junction branch migration. 0.14% of 360,000 active. inhibition, % at 10.4 µM. FAM/BHQ fluorescence. AID 602329. Q92698;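 active means mean normalized replicate activity at least 40 and at least half of replicates scoring 40 or more; inconclusive means only one of the two criteria met; inactive means mean below 40 and under half of replicates reaching 40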;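 further: 0% = median of neutral control wells and 100% = median of positive control wells; inhibitors cause a drop in the FAM fluorescence signal; in these data hits start at about 50%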
miR122 inh – miR-122 inhibition in Huh7 cells | Huh7 miR-122 Renilla luciferase sensor, 48 h; neutral wells = 0, positive control = 100 | activation (reporter increase), % at 12.5 µM | 0.3% of 340,000 active | AID 602342;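 active means mean replicate activation score at least 90 and every replicate individually at or above 90; inconclusive means only one of the two criteria met; inactive means neither criterion met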;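 further: higher luciferase means less miR-122 activity so hits act as miR-122 inhibitors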
PglD inh – PglD (C. jejuni) enzyme inhibition; 0.098% of 360,000 active; purified PglD enzyme, DTNB colorimetric CoA detection; inhibition, % at 12.5 µM; in the data active means inhibition above about 16%, passing the limit was not always enough; inconclusive means no clear call, values can overlap the other calls; further: strong numbers were not always called active
ERAP1 HTS inh – inhibitors of human ERAP1 aminopeptidase. Q9NZ08. recombinant ERAP1, Leu-AMC fluorescence, 60 min. inhibition, % at 10.7 µM. 0.15% of 340,000 active;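 active means mean replicate inhibition of at least 30%, or all replicates individually reaching that 30% level; inactive means mean below 30% and not every replicate reaching it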;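 further: 0% = neutral control wells and 100% = L-leucinethiol positive control wells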
E-selectin induc – induces E-selectin expression in human endothelial cells; P16581; 0.37% of 260,000 active; AID 686992; activation, % at 7.58 µM; HUVEC E-selectin immunofluorescence imaging; normalized: neutral wells 0, TNF-alpha wells 100;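 active means mean E-selectin-positive cell signal at least 10% of the positive control, reached in at least 60% of replicates, without over 20% cell loss; inconclusive means no rule given, readout overlaps actives, possibly toxicity-flagged; inactive means the rest, including those meeting only one limit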;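 further: in these data hits start at about 27%; measured in HUVEC primary endothelial cells; signal is the percent of cells scored E-selectin positive by PE staining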
Target sequence (P16581 whole entry, looked up): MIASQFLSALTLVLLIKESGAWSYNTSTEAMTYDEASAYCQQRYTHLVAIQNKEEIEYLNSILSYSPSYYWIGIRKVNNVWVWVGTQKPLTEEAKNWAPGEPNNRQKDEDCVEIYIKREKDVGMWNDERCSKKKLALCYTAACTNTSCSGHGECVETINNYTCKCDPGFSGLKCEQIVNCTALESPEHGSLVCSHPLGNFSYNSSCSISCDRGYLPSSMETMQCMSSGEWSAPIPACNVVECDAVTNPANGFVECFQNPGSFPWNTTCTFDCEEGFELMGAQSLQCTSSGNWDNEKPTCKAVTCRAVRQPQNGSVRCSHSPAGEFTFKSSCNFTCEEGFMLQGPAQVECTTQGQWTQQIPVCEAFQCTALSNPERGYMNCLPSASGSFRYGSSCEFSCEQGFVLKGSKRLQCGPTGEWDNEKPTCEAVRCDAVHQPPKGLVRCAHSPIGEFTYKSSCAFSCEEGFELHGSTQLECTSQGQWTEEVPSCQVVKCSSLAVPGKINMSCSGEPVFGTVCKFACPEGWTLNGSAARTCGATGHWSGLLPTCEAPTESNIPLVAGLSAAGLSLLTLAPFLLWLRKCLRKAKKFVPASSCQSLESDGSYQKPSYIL
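Assay system: HUVEC primary endothelial cells. Input: 3,000 HUVEC seeded per well. Doses: one compound dose added by pin transfer. Read-out basis: % PE-positive cells. Benchmarks: TNF-alpha high, DMSO low. Detection: immunofluorescence imaging. Buffer or medium: EGM-2, gelatin.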
Cneo AK release – causes C. neoformans cell lysis; lysis activity, % at 15 µM; adenylate kinase release luminescence, 4 h; normalised: neutral wells 0, clomiphene wells 100; AID 651654; 0.2% of 360,000 active;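 active means mean lysis activity across replicates of at least 80%, whatever share of replicates individually reach that level; inactive means mean lysis activity below 80%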
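Material: C. neoformans cells; Schedule: 4 h static compound exposure, 37 °C, read 1 h post-reagent; Measured by: adenylate kinase release luminescence; Read-out: signal increase indicating cell lysis; Controls: Clomiphene as positive lysis control.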
PGC1a acetyl inh – lowers PGC1a acetylation signal in U2OS cells | AID 651687 | 0.17% of 350,000 active | inhibition, % at 15.6 µM | AlphaScreen anti-acetyl-lysine; with virally co-expressed GCN5 acetyltransferase;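 active means every replicate shows inhibition of at least 40%; inconclusive means mean inhibition at least 40% but some replicate below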;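 further: 0% = neutral control wells and 100% = positive control wells; some results beyond the cut were filed as inactive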
RAD52 anneal inh – blocks human RAD52 DNA annealing. P43351. recombinant RAD52 DNA annealing, FRET fluorescence. inhibition, % at 18.7 µM. 0.46% of 360,000 active. AID 651710;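 active means every replicate showing at least 50% inhibition; inconclusive means mean inhibition at least 50% but not in every replicate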
The depositor's hits bear a star; ? = inconclusive; / = no result given; & = joins results of further samples; [ ] = another dose, or the depositor's remark.

No.	SMILES	RAD54 inh	miR122 inh	PglD inh	ERAP1 HTS inh
1	Cc1ccc2nsnc2c1S(=O)(=O)NCc1ccc2c(c1)OCO2	0	12	-3	/
2	C[C@@H]1CCCCO[C@@H](CN(C)Cc2ccc(C(F)(F)F)cc2)[C@H](C)CN([C@H](C)CO)C(=O)c2cc(NC(=O)Nc3ccc(F)cc3)ccc2O1	-2	-7[16.7 µM]	-12	-2
3	COC(=O)c1cc(NC(=O)c2ccc(C)cc2)c(=O)oc1C	-2	-2	3	2
4	CC(=O)Oc1ccc2c(c1)C(=O)CCCCCC(=O)O2	1	-4	5	-2
5	Cc1ccc(NC(=O)c2cc(-c3ccc4c(c3)OCO4)on2)cc1C	4	/	-3	1
6	Cn1c(N)c(C(=O)COC(=O)c2cc(C3CC3)nc3ccccc23)c(=O)n(C)c1=O	-4	-1	-2	3
7	COc1cc2c(cc1OC)/C(=C/C(=O)c1ccccc1F)NCC2	17	-5	-10	0
8	COc1ccc(OC(C)C(=O)Nc2cccc(OC)c2)cc1 (stereo not given)	-34	4	3	/
9	CCC(=O)N1[C@@H](CO)[C@@H](c2ccccc2)C12CN(C(=O)c1ccc(F)cc1)C2	/	/	/	-4
10	COCCCNC(=O)C1CC(=O)N(CCc2ccccc2)C1 (stereo not given)	0	-10	-6	/
11	COC(=O)c1ccccc1S(=O)(=O)N1CCC(NC(=O)C(Cc2cccc(OC)c2OC)NC(C)=O)CC1 (stereo not given)	-2	0	-4	0
12	O=C(Nc1ccccc1N1CCCC1)c1ccc(Cl)c(S(=O)(=O)N2CCOCC2)c1	6	/	-1	1
13	C[C@@H]1CN([C@@H](C)CO)C(=O)c2cccc(NS(=O)(=O)c3cn(C)cn3)c2O[C@H]1CN(C)C(=O)Nc1ccccc1	2	-6[16.7 µM]	-2	-1
14	CC(=NC1CCCC1)c1c(C)[nH]n(-c2nc3ccccc3s2)c1=O	4	-6	2	/
15	Cc1nc2[nH]onc2c2nccc(=O)c12	1	-2	6	/

No.	E-selectin induc	Cneo AK release	PGC1a acetyl inh	RAD52 anneal inh
1	/	1	-18	/
2	/	0	-16	-13
3	/	-3	4	-29
4	0.1	0	-2	-16
5	/	0	/	-10
6	0.3	10	1	-4
7	-0.1	-2	7	5
8	/	-1	-4	/
9	-0.4	/	-6	-10
10	/	1	11	/
11	/	-4	5	-6
12	-2.0	-1	-6	2
13	0.6	-4	-4	-8
14	0.3	0	/	/
15	/	2	4	/

A second format for some results above.
#	Molecule	RAD54 inh	miR122 inh	PglD inh	ERAP1 HTS inh	E-selectin induc	Cneo AK release	PGC1a acetyl inh	RAD52 anneal inh
1	Cc1ccc2nsnc2c1S(=O)(=O)NCc1ccc2c(c1)OCO2	0	12	-3	/	/	1	-18	/
2	C[C@@H]1CCCCO[C@@H](CN(C)Cc2ccc(C(F)(F)F)cc2)[C@H](C)CN([C@H](C)CO)C(=O)c2cc(NC(=O)Nc3ccc(F)cc3)ccc2O1	-2	-7[16.7 µM]	-12	-2	/	0	-16	-13
3	COC(=O)c1cc(NC(=O)c2ccc(C)cc2)c(=O)oc1C	-2	-2	3	2	/	-3	4	-29

The list goes on.
No.	SMILES	RAD54 inh	miR122 inh	PglD inh	ERAP1 HTS inh
16	C[C@@H]1CCCCO[C@@H](CN(C)CC2CCCCC2)[C@@H](C)CN([C@H](C)CO)C(=O)c2cc(NC(=O)Nc3ccc4c(c3)OCO4)ccc2O1	-2	15[16.7 µM]	2	-2&1
17	CCN(CC)S(=O)(=O)c1ccc(C)c(NC(=O)CN2CCN(Cc3ccccc3)CC2)c1	/	-8	/	/
18	CCOC(=O)c1cnc2ccc(OC)cc2c1NCCN1CCOCC1	37	/	-5	1
19	C[C@H](O)C#Cc1cnc2c(c1)C(=O)N([C@@H](C)CO)C[C@@H](C)[C@@H](CN(C)C(=O)CN(C)C)O2	0	-3[16.7 µM]	-1	8
20	CCOC(=O)CSc1nnc(-c2ccccc2OC)o1	-6	2	6	7
21	O=C(CCc1c[nH]c2ccccc12)N=Nc1c(O)[nH]c2ccccc12	8	0	3	-1
22	O=C(CSC(=S)N1CCCCC1)Nc1ncc2c(n1)CC(c1ccco1)CC2=O (stereo not given)	-3	-6	0	/
23	CC(=O)Nc1ccc(N/C=C(\C=O)c2nc3ccccc3o2)cc1	0	6	-1	12
24	COc1cccc(NC(=O)N2CC(=O)N3[C@H](C2)[C@H](c2ccc(C4=CCCC4)cc2)[C@@H]3CO)c1	/	/	/	-3
25	C[C@H]1CCCCO[C@H](CN(C)C(=O)Nc2ccc3c(c2)OCO3)[C@@H](C)CN([C@@H](C)CO)C(=O)c2cc(NC(=O)Cc3ccccc3)ccc2O1	-22	5[16.7 µM]	2	/
26	Cc1ccc(-c2nc(NCc3ccco3)n(C(=O)c3ccco3)n2)cc1	1	5	-1	5
27	CC(C)(C)NC(=O)C(=O)NCc1ccccn1	7	1	-2	-4
28	Cn1cnnc1SCC(=O)c1c(N)n(Cc2ccccc2)c(=O)n(C)c1=O	/	-6	/	2
29	CC(C)(C)NC(=O)C(c1ccc(O)cc1)N(Cc1ccc2c(c1)OCO2)C(=O)CCl (stereo not given)	4	2	1	1
30	COc1ccccc1CNC(=O)COC(=O)c1cnccn1	-10	/	3	2

No.	E-selectin induc	Cneo AK release	PGC1a acetyl inh	RAD52 anneal inh
16	-0.1	2	-6	26&31
17	-0.4	/	-5	-10
18	0.1	-1	/	22
19	1.4	-6	6	3
20	/	2	0	-12
21	/	-3	5	-6
22	0.7	4	-18	-18
23	/	4	-15	-26
24	0.1	/	-12	-4
25	-0.2	7	4	/
26	-0.1	-1	/	-13
27	/	3	1	-14
28	/	/	3	-6
29	/	1	1	-9
30	/	-1	/	-1

(more compounds)
No.	SMILES	RAD54 inh	miR122 inh	PglD inh	ERAP1 HTS inh
31	CCCCn1c(N)c(N(CCOC)C(=O)c2cnccn2)c(=O)[nH]c1=O	-16	-2	-6	4
32	O=C(C[C@@H]1CC[C@@H]2[C@H](COC[C@H](O)CN2Cc2cccc(F)c2)O1)NCc1cccc(F)c1	-1	2[16.7 µM]	4	1
33	CC(C)OC(=O)Nc1ccc2c(c1)N(C(=O)CCN1CCN(CCO)CC1)c1ccccc1CC2	5	/	9	-4
34	Nc1nc(NC(=O)c2ccc(F)cc2)ns1	-10	-1	-3	0
35	COc1cccc(CNC(=O)CCCn2c(=S)[nH]c3cc4c(cc3c2=O)OCO4)c1	14	-6	3	1
36	C=CCSc1nc(=O)n2ccccc2n1	-9	-1	4	-2
37	CCn1c(SCC(=O)N2CCC(C)CC2)nc2c1c(=O)n(C)c(=O)n2C	-2	1	-1	0
38	COc1ccc(CNC[C@H]2O[C@@H](n3cnc4c(N)ncnc43)[C@H](O)[C@@H]2O)cc1OC	-3	0	4	/
39	O=c1c2c3c(sc2ncn1Cc1ccc(F)cc1)CCC3	4	-4	1	/
40	O=C(NNC(=O)c1ccccc1O)c1ccc(S(=O)(=O)Nc2ccccc2)cc1	3	9	3	0
41	O=C(Nc1c(C(=O)O)[nH]c2ccccc12)NC1CCCCC1	0	8	-5	/
42	C[C@H](CO)N1C[C@H](C)[C@H](CN(C)C(=O)Nc2ccc3c(c2)OCO3)Oc2c(NC(=O)c3ccc(-c4nccs4)cc3)cccc2C1=O	10	-2[16.7 µM]	-3	-2
43	Nc1cc(CN2C(=O)c3ccccc3C2=O)cc(Cl)c1O	-22	-4	3	/
44	Nc1c(Cl)cc(C2=NCCn3nc4ccccc4c32)cc1Cl	2	/	9	-1
45	O=C(Cn1ncc(Cl)c(Cl)c1=O)NCC1CCCCC1	-24	3	6	1

No.	E-selectin induc	Cneo AK release	PGC1a acetyl inh	RAD52 anneal inh
31	7.1	-1	4	-8
32	0.2	-1	2	-4
33	/	-4	14	-5
34	0.2	3	16	-17
35	0.1	-1	/	-9
36	-1.3	6	-3	-6
37	/	1	/	-8
38	/	-1	23	/
39	/	3	-6	/
40	/	2	-8	-7
41	/	-1	3	/
42	-0.2	-2	3	12
43	/	1	-10	/
44	/	12	/	-25
45	/	-3	-151	-10

More compounds follow.
No.	SMILES	RAD54 inh	miR122 inh	PglD inh	ERAP1 HTS inh
46	CC(=O)c1cccc(N=C2NC(=O)CS2)c1	8	1	-3	/
47	CC(C)(C)c1[nH]nc2c1C(c1ccc(OC(=O)c3ccco3)cc1)C(C#N)=C(N)O2 (stereo not given)	-1	0	-2	/
48	CCc1ccc(NC(=O)[C@H](C)NC(=O)C2CCN(C(=O)[C@@H](NC(=O)OC(C)(C)C)C(C)C)CC2)cc1	-7	-1	9	1
49	CCCNC(=O)C[C@H]1CC[C@H]2[C@@H](COc3ccc(NC(=O)NCC)cc3C(=O)N2C)O1	-4	2[16.7 µM]	-3	0
50	COc1ccc(OC)c(C(c2nnnn2CCc2ccccc2)N2CCN(c3ccccc3)CC2)c1 (stereo not given)	-9	14	-2	/
51	Clc1ccc(COc2cccc(CNCc3ccncc3)c2)cc1	-5	-9	1	2
52	CC(Sc1ncccn1)C(=O)N1CCc2ccccc21 (stereo not given)	13	9	0	3
53	O=C(OCC(=O)N1CCC(c2ccccc2)=N1)c1ccc(Cl)s1	-7	-2	-1	0
54	Cc1ccc(C(=O)Nn2cnnc2)c(Cl)c1	-19	6	4	-6
55	O=C(COC(=O)c1cnc(Cl)c(Cl)c1)NC1CCCC1	7	-9	2	0
56	C[C@H]1CN([C@@H](C)CO)C(=O)c2cccc(NC(=O)Nc3ccc4c(c3)OCO4)c2O[C@@H]1CN(C)Cc1ccc(Cl)c(Cl)c1	/	/	/	3

No.	E-selectin induc	Cneo AK release	PGC1a acetyl inh	RAD52 anneal inh
46	/	-1	2	/
47	/	0	4	/
48	0.0	0	-1	-1
49	0.0	0	-9	11
50	/	0	-15	/
51	?	0	0	12
52	0.2	3	/	-4
53	-0.5	0	0	-4
54	/	1	-6	6
55	0.0	-1	3	-10
56	-0.1	/	1	13

Screening results (PubChem)
